EPAC2 ag: agonists of human EPAC2 (RAPGEF4); Potency, µM (series often up to 154 µM), inactives show at the top dose activation, most hits filed as activators; Q8WZA2; EPAC2 activation, biochemical qHTS; response scale: 100% = 6.5 mM cAMP response; hit rate 0.079% among 360,000; AID 720711; also: potency is read from the fitted curve at half-maximal effect; nearly all actives have a fitted effect of over 50% in size
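Compounds were titrated in qHTS against a Rap1B-BODIPY-GDP (250 nM) complex with EPAC2 (100 nM) and GDP (50 uM). BODIPY-GDP release tracked at 480/540 nm over 30 min at room temperature, normalized to 6.5 mM cAMP.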
PTHR1 ag: PTHR1 (human) receptor agonism; Q03431; HEK293 GP2 PTHR1 cells, GloSensor cAMP luminescence, 1 h; Potency, µM (doses to about 115 µM), inactives show top-dose activation, most hits filed as activators; hit rate 0.075% among 410,000; also: potency is read from the fitted curve at half-maximal effect; nearly all actives have a fitted effect of over 55% in size; some results filed as inactive show a strong effect at the top dose; inactives centre near -15; many of its hits are not listed in these tables
Target sequence (Q03431 whole entry, looked up): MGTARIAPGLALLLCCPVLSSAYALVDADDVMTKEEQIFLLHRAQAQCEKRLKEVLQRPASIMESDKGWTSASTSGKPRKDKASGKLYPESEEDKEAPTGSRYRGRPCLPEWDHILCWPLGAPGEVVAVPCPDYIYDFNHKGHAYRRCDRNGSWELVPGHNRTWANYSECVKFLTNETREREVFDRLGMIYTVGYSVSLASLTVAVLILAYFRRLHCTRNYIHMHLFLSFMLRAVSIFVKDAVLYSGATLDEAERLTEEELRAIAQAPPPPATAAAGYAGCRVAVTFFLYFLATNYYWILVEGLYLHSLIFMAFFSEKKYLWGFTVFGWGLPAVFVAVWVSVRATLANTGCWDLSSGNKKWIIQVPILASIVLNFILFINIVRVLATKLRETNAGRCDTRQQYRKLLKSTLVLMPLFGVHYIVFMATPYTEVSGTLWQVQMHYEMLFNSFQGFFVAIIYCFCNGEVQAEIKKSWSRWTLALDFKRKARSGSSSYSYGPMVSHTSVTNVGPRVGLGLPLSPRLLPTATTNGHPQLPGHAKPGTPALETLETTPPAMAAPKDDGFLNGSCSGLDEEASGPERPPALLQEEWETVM
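HEK-293-derived GP2 cells expressing PTHR1 and a GloSensor cAMP reporter, 3,000/well, plated overnight, given luciferin plus IBMX (each 0.5 mM as added) for 1 h at 37 °C, then compound for 1 h at 37 °C. Luminescence was read after 15 min at room temperature.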
pAkt inh: Akt phosphorylation inhibition | Neuro2A IGF-stimulated pAkt S473 HTRF, 20 min; hits give low values | activity change, % for hits at 50 µM | hit rate 0.32% among 360,000 | AID 651550; in the data active = activity change below about -80%; inconclusive = mostly about -51% to -80%; also: % is scaled to controls: 0 for no effect and ±100 for the full control effect
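Neuro2A cells (4,500/well, DMEM with 0.5% FBS) were treated with compound at a single 50 µM final concentration, stimulated with 6 nM IGF for 20 min at 37 °C, and lysed. Phospho-Akt Ser473 was read by HTRF as 665/615 ratio ×10^4.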
DRD3 agonist: activates the human D3 dopamine receptor; P35462; D3R DiscoveRx beta-arrestin cells, luminescence, 90 min; max activation, %; hit rate 0.58% among 410,000; in the data active = max activation above about 30%; also: 0% is about no effect; mostly tested at two doses, the higher about 12 µM
Target sequence (P35462 whole entry, looked up): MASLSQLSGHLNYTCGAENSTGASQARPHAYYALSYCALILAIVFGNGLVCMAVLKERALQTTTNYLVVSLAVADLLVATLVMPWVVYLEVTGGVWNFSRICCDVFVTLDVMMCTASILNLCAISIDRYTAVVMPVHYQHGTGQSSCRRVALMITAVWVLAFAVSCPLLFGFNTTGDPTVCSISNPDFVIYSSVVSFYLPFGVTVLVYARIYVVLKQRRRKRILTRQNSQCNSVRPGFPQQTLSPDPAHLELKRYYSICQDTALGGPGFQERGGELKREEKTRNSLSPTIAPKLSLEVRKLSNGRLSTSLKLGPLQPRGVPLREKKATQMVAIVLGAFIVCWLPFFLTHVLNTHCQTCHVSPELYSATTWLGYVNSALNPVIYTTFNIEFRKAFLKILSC
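Agonist-mode cell screen: cells plated at 1500/well and incubated overnight at 37 °C, then exposed to library compounds for 90 min at 37 °C. Detection reagent was added for 30–60 min at room temperature, and luminescence was read.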
MmCpn inh: inhibitors of Methanococcus maripaludis chaperonin (MmCpn) | purified Mm-Cpn ATPase, ADP Transcreener TR-FRET | Potency, µM (doses to about 76.9 µM), for inactives: at the highest dose activity, negative = inhibition, most hits filed as inhibitors | hit rate 0.031% among 330,000 | AID 504842; also: potency is read from the fitted curve at half-maximal effect; % is scaled to controls: 0 for no effect and ±100 for the full control effect; nearly all actives have a fitted effect of over 80% in size
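ATPase read-out: TR-FRET ADP immunoassay (anti-ADP Eu cryptate vs ADP-d2), ex 320 nm, em 590/665 nm; signal drops as ADP forms. Enzyme 25 nM, ATP 10 uM, 30 min at 37°C after 10 min compound preincubation.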
EPAC2 antag: antagonists of human EPAC2; Q8WZA2; EPAC2 GEF exchange of Rap1B-BODIPY-GDP, fluorescence; Potency, µM (series often up to 114 µM), for the others: at the highest dose activity, negative = inhibition, hits mostly inhibitors; hit rate 0.18% among 360,000; also: potency is read from the fitted curve at half-maximal effect; % is scaled to controls: 0 for no effect and ±100 for the full control effect; nearly all actives have a fitted effect of over 45% in size; many of its hits are not listed in these tables
D3 antag: antagonists of human D3 dopamine receptor; max response, negative = inhibition, %; D3R cells, DiscoveRx beta-arrestin luminescence, antagonist mode; hits give low values; hit rate 2.5% among 360,000; P35462; in the data active = max response below about -50%; inconclusive = no clear call, values can overlap the other calls; also: % is scaled to controls: 0 for no effect and ±100 for the full control effect; mostly tested at two doses, the higher about 12 µM
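Cells expressing the human receptor were seeded at 1500 cells/well, incubated overnight at 37 degrees C in 5% CO2, then exposed to library compounds with dopamine controls for 90 minutes at 37 degrees C before luminescent detection.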
CCT modulator: changes cytosolic chaperonin activity; purified chaperonin ATPase assay, HTRF ADP detection, 30 min; activity change, % (no concentration beside the values), hits read low; hit rate 0.3% among 360,000; in the data active = activity change below about -30%; also: % is scaled to controls: 0 for no effect and ±100 for the full control effect
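First, chaperonin was dispensed at 40 nM or 20 nM final depending on batch activity. Next, compounds were pinned at 76 uM and ATP added at 10 uM. After 30 min at 37 °C, ADP detection reagents ran 30 min at ambient temperature.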
An asterisk follows results filed as active; i = inactive; u = inconclusive; x = no result given; [ ] = remark or other dose. Unless noted, calls follow the shape of the dose curve; as a rule, active = well fitted curve in the direction sought with a large enough effect; inconclusive = small, poorly fitted or top-dose-only effect, or another doubt; inactive = no such curve, though single readings can be large; an effect the other way counts as inactive or inconclusive. Not all compounds are listed, so the mix of outcomes need not match the whole.

SMILES	EPAC2 ag	PTHR1 ag	pAkt inh	DRD3 agonist	MmCpn inh	EPAC2 antag	D3 antag	CCT modulator
COc1ccc(OC(=O)Nc2ccc([N+](=O)[O-])cc2OC)cc1	7%	1%	i	4	2%	6%	17	-2.3
COc1cccc(C(=O)OCn2nnc3ccccc3c2=O)c1	18%	-3%[57.5 µM]	i	-3	-2%	10%	-11	1.4
COc1cc([C@H]2[C@@H]3CCCC[C@]3(O)CCN2CC(=O)Nc2ccc(C)cc2C)ccc1O	5%	i	i	0	1%	-5%	6	0.3
CCn1c2ccccc2c2cc(/C=N/n3cnnc3)ccc21	15%	-24%[57.5 µM]	i	-5	-2%	-6%	-15	-0.7
CCCCN(CC)CCCNC(=S)Nc1ccc2nc(N3CCN(C)CC3)cc(C)c2c1	9%	-1%	i	6	0%	-5%	u	-1.8
CCOC(=O)CC1=C(C(=O)OCC)C(c2ccc(OC)c(OC)c2)C(C#N)=C(N)O1 (stereo not given)	8%	-18%[57.5 µM]	i	-1	-6%	21%	5	0.5
O=S(=O)(c1ccccc1)N1CCN(c2ncnc3scc(-c4ccccc4)c23)CC1	19%	-11%	i	0	i	-11%	16	0.6
CCOC(=O)N1CCN(C(=S)NC(C)(C)C)CC1	2%	i	i	0	-1%	16%	9	-0.7
Cc1nn(-c2ccccc2)c(C)c1NC(=O)COC(=O)/C=C/c1ccccc1	-12%	-48%[inhibitor]	i	5	2%	3%	4	-1.4
Brc1ccc(-c2csc(N/N=C/c3ccco3)n2)cc1	5%	i	i	30*	1%	4%	36	-2.8

Entries shown so far containing sulfur:
SMILES	EPAC2 ag	PTHR1 ag	pAkt inh	DRD3 agonist	MmCpn inh	EPAC2 antag	D3 antag	CCT modulator
CCCCN(CC)CCCNC(=S)Nc1ccc2nc(N3CCN(C)CC3)cc(C)c2c1	9%	-1%	i	6	0%	-5%	u	-1.8
O=S(=O)(c1ccccc1)N1CCN(c2ncnc3scc(-c4ccccc4)c23)CC1	19%	-11%	i	0	i	-11%	16	0.6
CCOC(=O)N1CCN(C(=S)NC(C)(C)C)CC1	2%	i	i	0	-1%	16%	9	-0.7
Brc1ccc(-c2csc(N/N=C/c3ccco3)n2)cc1	5%	i	i	30*	1%	4%	36	-2.8

Next section.
SMILES	EPAC2 ag	PTHR1 ag	pAkt inh	DRD3 agonist	MmCpn inh	EPAC2 antag	D3 antag	CCT modulator
C/C(=N\NC(=S)NCc1ccccc1)c1cccs1	15%	1%	i	-14	1%	4%	u	0.4
Cc1ccc(N(C(C)C(=O)NCc2ccncc2)S(C)(=O)=O)cc1C (stereo not given)	7%	14%	i	6	1%	3%	-20	-1.5
Cc1cc(NC(=O)c2cc(-c3ccccc3Cl)nc3ccccc23)no1	20%	-9%	i	3	-28%	-9%	-10	-1.5
COC(=O)COc1ccc(S(=O)(=O)Nc2ccc3c(c2)OCO3)cc1	13%	-13%	i	-7	0%	0%	-12	-1.4
CN(CCC1CCOCC1)Cc1cn[nH]c1-c1ccc(-c2ccccc2)cc1	9%	i	i	0	u	2%	3	1.3
CN(C)c1ccc(C2C3CCCc4ccccc4C3=NN2C)cc1 (stereo not given)	4%	-7%	i	-5	-2%	-12%	15	2.3
OC(COCc1ccc2c(c1)OCO2)CN1CCCCC1 (stereo not given)	-2%	i	i	-4	1%	0%	-2	-2.3
CC(C)OC(=O)CC(NC(=O)OC(C)(C)C)c1ccccc1 (stereo not given)	0%	i	i	12	2%	-7%	24	-3.1
COc1ccccc1CNC(=O)C1CCCN(S(=O)(=O)c2cccs2)C1 (stereo not given)	17%	-14%	i	5	1%	3%	6	-1.0
O=C(CCSCCC(=O)Nc1ccccc1F)Nc1ccccc1F	4%	i	i	-4	-5%	9%	-26	-0.6
COc1ccc(OC)c(S(=O)(=O)NNC(=S)Nc2ccc3c(c2)OCO3)c1	0%	i	i	0	2%	-18%	16	0.4
COc1ccc2c(c1)c(=O)oc1cc(OCC(=O)NCC3CCC(C(=O)O)CC3)ccc12 (stereo not given)	5%	-8%	i	27	-2%	4%	-11	-0.9
Cn1c(SCC(=O)Nc2sccc2C(N)=O)nc2ccccc2c1=O	-1%	-28%	i	6	-1%	4%	49	2.1
CCOC(=O)C1CCN(Cc2ccc(OC)c(OCc3ccccc3)c2)CC1	5%	-47%[inhibitor]	i	-18	1%	-3%	-65*	0.5
N#C/C(=C\c1ccco1)C(=O)Nn1cnnc1	2%	2%	i	1	-3%	-26%	8	1.2
O=C1CC(N2CCN(c3ccccc3)CC2)C(=O)N1c1cccc(Cl)c1 (stereo not given)	-1%	-8%	i	2	1%	-1%	-28	-4.2
COc1ccccc1/C=C/C(=O)NCC(=O)N/N=C(\CCC(=O)O)c1ccccc1	7%	18%	i	2	2%	-3%	-10	-1.2
COc1ccc2c(Cl)c(C(=O)NN3CCN(C)CC3)sc2c1	6%	i	i	-4	-2%	2%	14	-4.3
CCCC(C(=O)NC(C)(C)C)N(Cc1ccccc1Cl)C(=O)c1snc(C(N)=O)c1N (stereo not given)	5%	-5%	i	-7	-1%	-15%	-5	-1.9
Cc1ccc(-c2nc3ccc(C)cn3c2Cc2cccc(F)c2)cc1	11%	-4%	i	-5	x	u	36	1.4
CC(OC(=O)c1ccncc1)C(=O)Nc1cc(S(=O)(=O)N2CCCCC2)ccc1Cl (stereo not given)	11%	i	i	0	-3%	0%	-5	1.5
Cc1nc2ncccn2c1-c1csc(Nc2ccccc2)n1	-3%	-22%	i	-10	-1%	4%	19	0.9
Cc1c(C)c2c(OCC(=O)N3CCC(O)CC3)cc3c(c2oc1=O)CCC(C)(C)O3	1%	-30%[inhibitor]	i	11	-5%	8%	2	-1.9
CCOC(=O)Cn1c(=O)oc2cc(S(=O)(=O)N3CCc4ccccc43)ccc21	7%	-5%	i	2	0%	4%	-18	0.2
CCc1cccc(OCCCCNCCOC)c1	-1%	-20%[57.5 µM]	i	-13	0%	6%	-67*	0.0
Cc1cc(C(=O)OCC(=O)N2CCN(C(=O)c3ccco3)CC2)c(C)n1-c1ccc(F)cc1	-1%	i	i	-5	1%	-2%	-25	-0.5
CN(C)c1ccc2c(=O)c3ccccc3oc2n1	3%	-96%[inhibitor]	i	6	x	-14%	25	-2.2
O=[N+]([O-])c1cc(/C=N/N2CCN(C3c4ccccc4-c4ccccc43)CC2)ccc1Cl	3%	i	i	2	3%	15%	4	-1.4
COc1ccc(Nc2nc(N3CCCCC3)nc(N3CCCCC3)n2)c(OC)c1	5%	i	i	-16	2%	13%	27	-0.5
Cc1cc(C)c(S(=O)(=O)N2CCN(c3ccccn3)CC2)c(C)c1	18%	-18%	i	3	-1%	-19%	-6	-2.3
CCCOC(=O)CSc1nc(N2CCOCC2)c2c(c1C#N)CC(C)(C)OC2	14%	-3%	i	13	0%	-16%	6	-2.4
Cc1onc(-c2ccccc2Cl)c1C(=O)O/N=C(\N)c1ccc([N+](=O)[O-])o1	14%	-31%[inhibitor]	i	3	3%	-13%	-12	-0.5
CCOC(=O)c1c(C)[nH]c(C(=O)CN2C(=O)NC3(CCCC3)C2=O)c1C	0%	-17%	i	-4	-6%	-4%	0	-1.9
CN(C)CCNC(=O)/C(=C/c1ccc(-c2ccc(Cl)cc2)o1)NC(=O)c1ccccc1	-16%	i	i	-3	-1%	-1%	0	0.9
CCc1ccc(C2=NN(CCC(=O)NC(C)c3ccc4c(c3)OCCO4)C(=O)CC2)cc1 (stereo not given)	9%	i	i	5	1%	-8%	1	-0.9
O=c1[nH]c(N/N=C\c2ccc(F)cc2)nc2ccccc12	-10%	-11%	i	-3	0%	-3%	8	-1.5
O=[N+]([O-])c1ccc(Oc2ccc(OCc3ccccc3)cc2)nc1	27%	i	i	-8	1%	0%	-18	-0.2
COc1ccc(CNC(=O)C2C3C=CC4(CN(Cc5cccnc5)C(=O)C24)O3)cc1 (stereo not given)	-7%	-8%[57.5 µM]	i	-2	0%	9%	18	-2.9
O=C(Nc1ccccc1)c1cc(C2CCCN(C(=O)OCc3ccccc3)C2)on1 (stereo not given)	8%	-18%	i	-1	x	10%	7	-3.4
Cc1ccc(N2CCN(C(=O)C(=O)c3cccc([N+](=O)[O-])c3)CC2)cc1	20%	-10%	i	-5	x	10%	-19	x
CC12CCC(=O)N1C(C(=O)NCCN1C(=O)S/C(=C\c3ccccc3F)C1=O)CS2 (stereo not given)	3%	i	i	2	1%	1%	0	-1.0
NC(=O)Nn1c(CCC(=O)O)ccc1-c1ccc(Br)cc1	2%	i	i	0	-1%	0%	-12	-1.2
Cc1nc2nc(C)c(NS(=O)(=O)c3cccs3)c(=O)n2[nH]1	0%	i	i	1	3%	3%	-4	1.1
Nc1ccn([C@@H]2O[C@H](CNCc3ccc(OCC(=O)Nc4nccs4)cc3)[C@@H](O)[C@H]2O)c(=O)n1	0%	i	i	0	x	3%	8	-1.8
CCc1nnc(NC(=O)c2ccc(S(=O)(=O)N3CCCCC3C)cc2)s1 (stereo not given)	8%	-25%[57.5 µM]	i	-7	-10%	-1%	13	-3.9
Cc1ccc(S(=O)(=O)N2CCCC(C(=O)NCC(C)C)C2)cc1 (stereo not given)	5%	-5%	i	11	2%	-8%	22	-1.3
COc1ccccc1NC(=O)CSc1nncn1-c1cccnc1	-8%	i	x	7	1%	-3%	21	-1.6
COc1ccc(CCNC(=O)CN2C(=O)COc3ccc(S(=O)(=O)N4CCOCC4)cc32)c(OC)c1	2%	i	i	2	1%	5%	5	1.2
CC1=C/C(=N\N=C2\NC(=O)C(CC(=O)Nc3ccccc3)S2)CC(C)(C)C1 (stereo not given)	2%	i	i	-1	2%	-4%[57.1 µM]	-5	2.5
COc1cc(C(=O)OC2CCN(C)CC2)cc(OC)c1OC	-5%	u	i	0	0%	3%	-12	-1.5
CCC(c1nnc(SCC(=O)N2CCOCC2)n1C1CCCCC1)N(C)C (stereo not given)	4%	-15%	i	7	1%	3%	7	0.5
CCOC(=O)/C=C/C(=O)NNC(=O)c1ccccc1Cl	11%	i	i	-2	3%	2%	1	-1.4

Compound activity deposited in PubChem by National Center for Advancing Translational Sciences (NCATS).
